High-throughput results (PubChem)
TbREL1 inh = TbREL1 RNA ligase inhibitors, primary screen, biochemical, FRET fluorescence; RNA-editing ligase 1, mitochondrial (Trypanosoma brucei brucei), P86926; TbREL1 RNA ligation; inhibition, % at 9.66 µM; 89,000 tested, 0.49% active;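 active means inhibition above the mean inhibition across all screened compounds plus 3 SD, cut at about 11% in these data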;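 further: 0% = plate median of test wells and 100% = NSC42067 control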
Target sequence (P86926 whole entry, looked up): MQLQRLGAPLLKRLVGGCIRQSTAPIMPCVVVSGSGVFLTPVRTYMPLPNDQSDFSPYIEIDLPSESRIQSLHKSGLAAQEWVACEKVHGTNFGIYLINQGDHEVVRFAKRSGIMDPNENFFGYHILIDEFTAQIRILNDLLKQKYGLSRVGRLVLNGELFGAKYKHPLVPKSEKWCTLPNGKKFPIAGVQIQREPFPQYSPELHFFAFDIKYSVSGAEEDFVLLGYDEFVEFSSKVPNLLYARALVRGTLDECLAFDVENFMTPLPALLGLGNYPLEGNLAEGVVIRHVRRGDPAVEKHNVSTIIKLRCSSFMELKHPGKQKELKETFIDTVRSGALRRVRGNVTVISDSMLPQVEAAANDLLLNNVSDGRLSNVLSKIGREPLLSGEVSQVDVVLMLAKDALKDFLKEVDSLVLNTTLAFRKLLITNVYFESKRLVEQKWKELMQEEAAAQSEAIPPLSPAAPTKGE
An asterisk follows results filed as active.

TbREL1 inh | structure
-2 | Cc1ccc(-n2c(C)cn(C(=O)c3ccccc3)c2=S)cc1
4 | Nc1ncnc2nc(SCc3ccc(Cl)cc3Cl)[nH]c12
1 | Cc1cc(NC(=O)c2ccc3c(c2)C(=O)N(CC(C)C)C3=O)no1
-5 | CCOC(=O)c1ccc(N=CC2=C(O)CC(C)(C)CC2=O)cc1
-3 | COc1ccc(C(=O)NC2(C(F)(F)F)C(=O)N(Cc3ccco3)C3=C2C(=O)CC(C)(C)C3)cc1OC (stereo not drawn)
3 | Cc1cc(C)n(CC(=O)N/N=C/c2ccc(C)o2)n1
-1 | COCc1c(C(=O)OCC(=O)Nc2ccc(OC(F)F)cc2)oc2ccccc12
-1 | O=C(/C=C/c1ccc2ccccc2n1)c1cc(Cl)ccc1O
-2 | COc1ccc(/C=C2\SC(=O)N(CC(=O)NN3CCN(C)CC3)C2=O)cc1OC
-1 | CC1CCC(NC(=O)Cn2ncc3ccccc32)CC1 (stereo not drawn)
-4 | Cc1cccc(CN2CCN(Cc3ccc(-n4cccn4)cc3)CC2CCO)n1 (stereo not drawn)
-1 | CSc1c(CC(=O)Nc2ccccc2C(F)(F)F)n(Cc2ccccc2)c2ccccc12
3 | CC(C)(C)NC(=O)CN1CCC(NC(=O)C23CC4CC(CC(C4)C2)C3)CC1
-1 | CCCOc1cccc(-c2nnc(N)s2)c1
-2 | C/C(CC(=O)Nc1cccc2c1CCCC2)=N\NC(=O)c1ccccc1N
4 | Nc1nnnn1/N=C/c1cccc(Oc2ccccc2)c1
5 | Cc1ccc(OS(=O)(=O)c2ccc(-c3csc(C)n3)s2)c(C)c1
4 | C[C@H](NC(=O)c1[nH]cnc1C(=O)Nc1cccc(Cl)c1)c1ccccc1
1 | O=S(=O)(NCc1ccccc1Br)c1cccs1
3 | CSc1nc(N2CCOCC2)c2c3c(sc2n1)CCCC3
2 | COC(=O)c1sc(NC(=O)c2ccc3c(c2)OCO3)c(C#N)c1C
-2 | COc1cc(/C=C(\C#N)C(=O)NCCc2ccccc2)cc(OC)c1O
4 | O=S(=O)(c1ccc2c(c1)CCC2)N1CCNCC1
1 | COc1ccc(C(C(=O)Nc2c(C)cccc2C)n2c(=O)c(-c3ccccc3)nc3ccccc32)cc1 (stereo not drawn)
-2 | CCCCCOC(=O)Nc1nnc(CCC)s1
-1 | COc1ccc(NC(=O)C2CCC(N3C(=O)C4CCCCC4C3=O)CC2)cc1 (stereo not drawn)
3 | C=CCNC1CCC12CCC(c1ccccc1)CC2 (stereo not drawn)
-5 | CCOC(=O)N1CCN(C(=O)C[C@@H]2C(=O)N(CCc3ccc(Cl)cc3)C3=CCCC[C@]32C(=O)OCC)CC1
-3 | CCCn1nc(NS(=O)(=O)c2ccccc2)c2cc3cc(C)ccc3nc21
0 | O=C(O)c1cc(NS(=O)(=O)c2ccc(F)cc2)cc(NS(=O)(=O)c2ccc(F)cc2)c1

Other entries follow:
TbREL1 inh | structure
6 | Cc1ccc(NC(=O)CNCc2ccccc2OCC(=O)Nc2ccc(I)cc2)cc1
0 | Cc1ccc(N(C(=O)CC2NC(=O)NC2=O)C2(C(=O)NC3CCCC3)CCCCC2)cc1 (stereo not drawn)
2 | CCSc1ccc(C(=O)Nc2cccc(C)n2)cc1[N+](=O)[O-]
-1 | O=C(CSc1n[nH]c(=O)[nH]c1=O)c1ccc([N+](=O)[O-])cc1
-3 | Cc1ccc(S(=O)(=O)Oc2cccc(N3C(=O)C4CC=CCC4C3=O)c2)cc1 (stereo not drawn)
3 | CCCCCCCOc1ccc(C(=O)Nc2cccnc2)cc1
-1 | CCOC(=O)CC(NC(=O)Cc1ccccc1)c1ccccc1Cl (stereo not drawn)
6 | CC(C)Oc1cccc(C(=O)NC(=S)NCc2cccnc2)c1
-1 | COCc1ccc(C(=O)NC(C)c2cnn(-c3ccccc3C)c2C)o1 (stereo not drawn)
1 | COCc1cc(=O)[nH]c(/N=C(\N)Nc2ccc(C)cc2C)n1
1 | COc1cc(C(=O)OCc2cc(=O)oc3c(C)c(C)ccc23)ccc1OC(F)F
0 | CC(=O)Nc1ccc(-c2cc(C(=O)O)c3ccccc3n2)cc1
8 | CCN(CC)c1ccc(/C=C2\C(=O)N(c3nnc(C)c(=O)[nH]3)N=C2C)cc1
3 | COc1ccc(N2CC(C(=O)N(C)CC(=O)Nc3ccc(Cl)c(C(F)(F)F)c3)CC2=O)c(OC)c1 (stereo not drawn)
-6 | CCC(C)C(=O)Nc1ccc(S(=O)(=O)Nc2nccs2)cc1 (stereo not drawn)
-1 | CC(C)(C)OC(=O)NCCCC[C@H](NC(=O)c1nc[nH]c1C(=O)NCc1ccc(CNC(=O)OC(C)(C)C)cc1)C(=O)OC(C)(C)C
1 | Cn1nnnc1SC(C(=O)Nc1cccc(C(F)(F)F)c1)c1ccccc1 (stereo not drawn)
-2 | COc1ccc(/C=N/N2CCOCC2)cc1COc1ccc(Cl)cc1
2 | OC(Cc1ccccc1Br)c1ncc(-c2ccc(Cl)cc2)[nH]1 (stereo not drawn)
1 | O=C1C2=C(c3ccccc31)[N+](=O)C1CCCCC1N2[O-] (stereo not drawn)
-1 | CCCCOc1ccc(C(=O)NC2CCCCN(C)C2=O)cc1 (stereo not drawn)
4 | O=C(CSc1cccc[n+]1[O-])NC1CCCCC1
-1 | C=CCC[C@@H](Cc1ccc(F)cc1)C(=O)OCCNC(=O)[C@@H](CC=C)CC(=O)N[C@H](CO)Cc1ccccc1
1 | Cc1sc2ncn(CC(=O)NCCCC(=O)N3CCC(C(N)=O)CC3)c(=O)c2c1C
0 | Cc1cc(S(=O)(=O)N2CCCC(C)C2)ccc1-n1cnnn1 (stereo not drawn)
3 | COc1cccc(OCC(=O)N2CCCc3ccccc32)c1
-1 | N#CCSc1ccsc1C(=O)Nc1ccc(F)cc1
1 | CC(C)n1c(=S)[nH]c2cc(Cl)ccc21
5 | C=CCNCCOCCOc1ccc(C)cc1Br
0 | CCO/C(=C/c1sc2ccc(OC)cc2[n+]1CCCS(=O)(=O)[O-])CC

(next part)
TbREL1 inh | structure
0 | O=C1CSC(c2ccc(Cl)c(Cl)c2)N1c1nccs1 (stereo not drawn)
-1 | CCN(CC(=O)NCc1ccc(F)cc1)C(=O)/C=C/c1ccc(S(=O)(=O)N(CC)CC)cc1
6 | Cc1occc1C(=O)Nc1ccc2ccccc2c1
1 | CNC(=O)C1CC(=O)N(Cc2ccccc2)C(=Nc2ccc(OC)cc2)S1 (stereo not drawn)
4 | O=S(=O)(c1ccc(Cl)s1)N1CCNCC1
-5 | CNC(=S)NNC(=O)CSCc1c(Cl)cccc1Cl
11 | COc1ccc(C(=O)NNC(=O)Cc2ccc(Cl)cc2)cc1
-2 | Cc1sc2ncnc(SCC(=O)N3CCCC3=O)c2c1C
-3 | Cc1cc(C)c(S(=O)(=O)NCCCn2ccnc2)cc1C
6 | O=C(OC1CCOC1=O)c1cncc(Br)c1 (stereo not drawn)
-1 | Cc1nc(C(=O)N(C)C)nn1-c1ccc(Cl)cc1Cl
0 | Cc1nnc(SCC(=O)Nc2sccc2C#N)s1
5 | CC(C)c1cc(C(F)(F)F)n2nc(C(=O)Nc3ccc(-n4cnnn4)cc3)cc2n1
-2 | Cc1cc(C)n(CCc2nc3c4ccccc4n(CC#N)c(=O)n3n2)n1
2 | Cc1c(NC(=O)C2CCCNC2=O)c(=O)n(-c2ccccc2)n1C (stereo not drawn)
-7 | Cc1ccc(C(=O)O)cc1NC(=S)NC(=O)c1ccc(-c2ccc(Cl)cc2)o1
2 | Cc1cccc(C2C3=C(CCCC3=O)N=C3c4ccccc4C(=O)C32)c1 (stereo not drawn)
-1 | CCOC(=O)C1=C(O)/C(=C\c2ccc(CNS(=O)(=O)c3ccc(Br)cc3)o2)N=C1C
-1 | CSc1sc(-c2ccnc(SCC(=O)C(C)(C)C)n2)c2c1C(=O)CC(C)(C)C2
2 | CC(=O)Nc1cccc(Oc2nc(-c3ccccn3)nc3ccccc23)c1
0 | Nc1nc(SCCO)[nH]c(=O)c1NC(=O)c1ccco1
-3 | O=C(C1CCCN(S(=O)(=O)c2cnc[nH]2)C1)N(CCc1ccccc1)Cc1ccccc1 (stereo not drawn)
1 | Cc1cc(Cn2ccnc2)c(C)cc1Cn1ccnc1
0 | CCOC(=O)c1ccc(NC(=O)COc2cc(=O)n(CC)c3ccccc23)cc1
-3 | Cc1ccc(S(=O)(=O)C2(C(=O)NC3CCCCC3C)CC2)cc1 (stereo not drawn)
1 | CCc1n[nH]c(=S)n1/N=C/c1c[nH]c2ccc(Br)cc12
3 | c1ccc2c(C3OCC4(CCCCC4)CO3)cccc2c1
1 | CCCCN(C(=O)C1CCN(C(=O)c2ccccc2C)CC1)c1c(N)n(CC(C)C)c(=O)[nH]c1=O
5 | COc1ccc(CN2CCC(CNC(=O)Nc3ccc(C)c(F)c3)CC2)cc1
4 | CC(=O)Nc1nc(NC(=O)C(Cl)(Cl)Cl)n(-c2ccccc2)n1

3 entries picked at random from those above:
TbREL1 inh | structure
0 | Nc1nc(SCCO)[nH]c(=O)c1NC(=O)c1ccco1
-1 | CCOC(=O)C1=C(O)/C(=C\c2ccc(CNS(=O)(=O)c3ccc(Br)cc3)o2)N=C1C
-1 | CSc1sc(-c2ccnc(SCC(=O)C(C)(C)C)n2)c2c1C(=O)CC(C)(C)C2

More compounds follow:
TbREL1 inh | structure
-1 | COCCCNC(=O)[C@H](Cc1ccccc1)NC(=O)CC[C@H]1O[C@@H](n2ccc(=O)[nH]c2=O)[C@H](O)[C@@H]1O
-4 | O=C(Nc1ccc(N2CCN(C(=O)c3cccs3)CC2)cc1)c1ccccc1Cl
0 | COc1ccccc1N(Cc1cc2ccc(C)cc2[nH]c1=O)C(C)=O
-1 | CN1CCN(/C(=N\S(=O)(=O)c2ccc(F)cc2)c2ccccc2)CC1
8 | Cc1ccccc1CS(=O)(=O)Cc1ccc(C(=O)NCCCN2CC(C)CC(C)C2)o1 (stereo not drawn)
-3 | CCCCNc1c(-c2cccc(-c3cc(C(C)=O)cs3)c2)nc2ccc(C)cn12
-2 | O=C(Cc1cccs1)NC1CCCCN(Cc2ccc(Cl)cc2)C1=O (stereo not drawn)
2 | O=C(Nc1nnc(-c2ccccc2)o1)c1cccc(S(=O)(=O)N2CCOCC2)c1
1 | N#Cc1ccccc1CN1C(=O)S/C(=C/c2cccn2-c2ccc(C(=O)O)cc2)C1=O
-1 | COC(=O)CCc1sc(Nc2ccccc2)nc1-c1ccc(OC)cc1
-2 | CC(=O)c1ccc(NC(=O)c2ccc(N3CCCC3=O)cc2)cc1
5 | O=C(/C=C(\Nc1cccc(C(F)(F)F)c1)c1ccccc1)c1ccccc1
3 | Cc1cccc(NC(=O)Nc2cccc(C)n2)n1
2 | CCc1ccc(C(O)c2ncc(-c3ccc(Cl)cc3)[nH]2)cc1 (stereo not drawn)
-3 | CCOC1=C2[C@H](c3cccc(Cl)c3)N(S(=O)(=O)c3ccc(C)cc3)C[C@H]2n2c(=O)n(-c3ccccc3)c(=O)n2C1
0 | Cc1ccc(S(=O)(=O)N2CCC3(CC2)OCCO3)cc1
-5 | C=CCNC(=S)Nc1ccc(Cl)cc1
3 | CCN(CC)c1nc(-c2ccccc2)nc2c1sc(=S)n2CC
3 | Cc1ccc2nc(NC(=O)c3ccc(Cn4cc(Cl)cn4)o3)sc2c1
-3 | Cc1ccc(-c2cc(C(=O)N/N=C/c3ccccc3)n[nH]2)o1
6 | O=C(N/N=C/c1ccc[nH]1)c1ccccc1[N+](=O)[O-]
0 | Cc1nc2ccc(S(=O)(=O)NC(C(=O)N3CCCC3)C(C)C)cc2s1 (stereo not drawn)
-1 | COc1ccc(NC(=O)CC2Oc3ccccc3NC2=O)cc1 (stereo not drawn)
3 | COc1cc(-n2c(C)nc3cc(C(=O)N4CCCN(C(C)=O)CC4)ccc32)cc(OC)c1OC
-1 | O=C(CCCOc1ccccc1)N1CCN(S(=O)(=O)c2cccs2)CC1
-6 | COCCCn1cc(CN2CC(N3CCN(Cc4cccc(C)c4)CC3)CS2(=O)=O)nn1 (stereo not drawn)
-3 | Cc1ccccc1CCNC(=O)Cn1nc(C)c2c(C)n(-c3ccccc3)nc2c1=O
5 | CC1=NN(c2ccc(C)c(C)c2)C(=O)/C1=C/c1ccc2c(c1)n(C)c(=O)n2C
5 | Cc1ccc(-n2ncc3c2CCCC3NC(=O)CCc2cnn(C)c2)cc1C (stereo not drawn)
3 | COCCNC(=O)CN(C(=O)Cn1nnc2ccccc21)c1cccc(C)c1C

A draw from above in order of formula weight, smallest number first:
TbREL1 inh | structure
6 | O=C(N/N=C/c1ccc[nH]1)c1ccccc1[N+](=O)[O-]
-1 | COc1ccc(NC(=O)CC2Oc3ccccc3NC2=O)cc1 (stereo not drawn)
0 | Cc1nc2ccc(S(=O)(=O)NC(C(=O)N3CCCC3)C(C)C)cc2s1 (stereo not drawn)

Reformatted: 5 of the compounds above.
| SMILES | TbREL1 inh |
| --- | --- |
| CCCCNc1c(-c2cccc(-c3cc(C(C)=O)cs3)c2)nc2ccc(C)cn12 | -3 |
| O=C(CSc1n[nH]c(=O)[nH]c1=O)c1ccc([N+](=O)[O-])cc1 | -1 |
| O=C(CCCOc1ccccc1)N1CCN(S(=O)(=O)c2cccs2)CC1 | -1 |
| O=C(/C=C/c1ccc2ccccc2n1)c1cc(Cl)ccc1O | -1 |
| Cc1cccc(CN2CCN(Cc3ccc(-n4cccn4)cc3)CC2CCO)n1 (stereo not drawn) | -4 |

Part of the list above, with tabs:
structure	TbREL1 inh
O=C(CCCOc1ccccc1)N1CCN(S(=O)(=O)c2cccs2)CC1	-1
COCCNC(=O)CN(C(=O)Cn1nnc2ccccc21)c1cccc(C)c1C	3
N#Cc1ccccc1CN1C(=O)S/C(=C/c2cccn2-c2ccc(C(=O)O)cc2)C1=O	1
CC(=O)c1ccc(NC(=O)c2ccc(N3CCCC3=O)cc2)cc1	-2

(cont.)
TbREL1 inh | structure
-1 | O=C(NCc1ccccc1)C1=C[C@@H](c2ccc3c(c2)OCO3)C[C@@H](OCc2ccc(CO)cc2)O1
-4 | COc1ccc(C(=O)NCc2nnc(SCC(=O)Nc3cccc(C(F)(F)F)c3)o2)cc1OC
5 | Cc1onc(-c2ccccc2)c1C(=O)Nc1ncc([N+](=O)[O-])s1
4 | CN1CCN(C(c2ccc(F)cc2)c2nnnn2Cc2cccs2)CC1 (stereo not drawn)

A portion of the library, so the mix of outcomes need not match the whole.
